DAX1 inh-1: NR0B1 (DAX1) inhibition. 0.99% of 340,000 active. HEK293 Gal4-DAX1 luciferase reporter, luminescence. AID 504766. inhibition, % at 6.75 µM;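 active means inhibition above the mean over all tested compounds plus 3 SD, cut at about 4.2% in these data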;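 further: 0% = DAX1-transfected cells with DMSO and 100% = empty-vector control cells with DMSO; inhibition shows as a rise in luminescence from relieved DAX1 repression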
PLC-beta3 inh: blocks human PLC-beta3 enzyme activity; Purified PLC-beta3, fluorogenic substrate, fluorescence; Q01970; 0.18% of 370,000 active; AID 720704; inhibition, % at 12.2 µM; in the data active means inhibition above about 11%;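 further: 0% = median of compound wells on plate and 100% = full blocker control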
Target sequence (Q01970 whole entry, looked up): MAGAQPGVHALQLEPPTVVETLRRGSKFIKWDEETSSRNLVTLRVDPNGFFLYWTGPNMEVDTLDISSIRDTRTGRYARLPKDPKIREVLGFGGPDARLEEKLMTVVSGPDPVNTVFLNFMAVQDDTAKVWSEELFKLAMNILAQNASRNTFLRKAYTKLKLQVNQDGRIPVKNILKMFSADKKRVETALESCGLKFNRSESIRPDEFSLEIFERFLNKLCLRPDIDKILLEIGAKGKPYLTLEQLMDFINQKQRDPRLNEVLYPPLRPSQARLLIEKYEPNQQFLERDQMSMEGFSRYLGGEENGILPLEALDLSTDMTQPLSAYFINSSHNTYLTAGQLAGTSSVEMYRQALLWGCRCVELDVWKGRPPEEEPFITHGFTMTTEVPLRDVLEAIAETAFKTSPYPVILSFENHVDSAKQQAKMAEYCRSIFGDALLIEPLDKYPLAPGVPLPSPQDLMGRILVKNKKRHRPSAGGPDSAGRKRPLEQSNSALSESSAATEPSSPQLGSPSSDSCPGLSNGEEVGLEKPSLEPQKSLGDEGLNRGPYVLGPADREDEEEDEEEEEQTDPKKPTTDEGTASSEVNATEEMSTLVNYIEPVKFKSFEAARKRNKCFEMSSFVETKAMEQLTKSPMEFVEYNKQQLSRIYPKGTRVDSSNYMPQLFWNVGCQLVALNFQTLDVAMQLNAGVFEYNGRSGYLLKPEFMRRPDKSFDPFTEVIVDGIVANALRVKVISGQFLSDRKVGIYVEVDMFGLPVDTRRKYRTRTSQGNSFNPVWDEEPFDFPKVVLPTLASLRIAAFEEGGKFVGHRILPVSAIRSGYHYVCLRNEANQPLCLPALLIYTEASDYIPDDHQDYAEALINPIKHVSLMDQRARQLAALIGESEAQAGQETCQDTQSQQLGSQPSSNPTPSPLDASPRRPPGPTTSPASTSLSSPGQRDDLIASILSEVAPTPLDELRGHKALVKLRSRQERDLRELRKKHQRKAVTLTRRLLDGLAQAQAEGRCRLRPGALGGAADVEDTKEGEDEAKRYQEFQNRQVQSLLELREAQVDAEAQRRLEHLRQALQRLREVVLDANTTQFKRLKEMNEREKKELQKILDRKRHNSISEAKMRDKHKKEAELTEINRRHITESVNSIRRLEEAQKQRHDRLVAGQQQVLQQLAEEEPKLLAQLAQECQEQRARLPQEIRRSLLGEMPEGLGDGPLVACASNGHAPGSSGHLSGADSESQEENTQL
GAA850 FXN act: increases GAA850 frataxin promoter reporter activity; AID 540364; HEK293 lucGAA850 FXN promoter luciferase reporter, 24 h; percent of 10 µM SAHA response; 0.56% of 360,000 active; activation, % at 6 µM;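 active means activation above the average of all compounds screened plus 3 SD, cutoff fixed separately per campaign, cut at about 7.5% in these data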;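 further: 0% = DMSO wells and 100% = 10 µM SAHA wells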
hcDAF-12 act: activates DAF-12 receptor from parasite H. contortus | HEK293 hcDAF-12 lit1-tk-luc reporter, luminescence; 0% DMSO, 100% Δ7-dafachronic acid | activation, % at 6.8 µM | 1.4% of 370,000 active | AID 652067;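 active means activation above the mean of all tested compounds plus 3 SD, cut at about 5.5% in these data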;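 further: 100% = response to 3 µM Δ7-dafachronic acid high control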
sPLA2-III inh: Inhibits HGIII-sPLA2 liposome hydrolysis, primary screen. QFRET BODIPY PC-A2 liposome hydrolysis, fluorescence. 0.56% of 370,000 active. AID 743126. Q9NZ20. inhibition, % at 12.2 µM;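 active means inhibition above mean plus 3 SD of compounds lying within the high and low control bounds, cut at about 19% in these data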;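 further: 0% = median of test compound wells and 100% = no enzyme DMSO wells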
ssDAF12 agonist: S. stercoralis DAF-12 activation, primary screen; 1% of 370,000 active; activation, % at 6.8 µM; HEK293 ssDAF-12/GRIP1 lit1-tk-luc reporter, luminescence; % of 3 µM dafachronic acid response;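 active means activation above the mean over all tested compounds plus 3 SD, cut at about 0.9% in these data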;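 further: 0% = DMSO-only wells and 100% = 3 µM delta7-dafachronic acid wells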
DAX1 inh-2: inhibitors of DAX1 repression of SF-1 activated StAR promoter; HEK293T StAR-luciferase reporter, SF-1/DAX-1 repression relief; inhibition, % at 6.8 µM; 1.1% of 370,000 active; AID 652010;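 active means inhibition above the mean over all tested compounds plus 3 SD, cut at about 3.6% in these data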;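 further: 0% = DAX-1 cells with DMSO and 100% = cells lacking DAX-1 with DMSO; higher inhibition means more luminescence from relief of DAX-1 repression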
hgDAF-12 ag: agonists of H. glycines DAF-12 nuclear receptor; HEK293 GAL4-hgDAF12 UAS-luciferase reporter, agonist luminescence; normalized to butyrate control; activation, % at 6.8 µM; 1.8% of 370,000 active;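 active means activation above a cutoff set at the mean of all screened compounds plus 3 SD, cut at about 10% in these data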;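 further: 0% = DMSO wells and 100% = sodium butyrate wells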
SMARCA2 act: activators of SMARCA2 function; MG213 cells, MMTV-luciferase reporter, dexamethasone, overnight; activation, % at 9.1 µM; 1% of 370,000 active; in the data active means activation above about 7.8%;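 further: 0% = vehicle wells and 100% = reference activator wells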
PG9 binder: PG9 antibody binding by small molecule | 0.43% of 360,000 active | TR-FRET gp120-PG9 antibody binding | inhibition, % at 6.7 µM | AID 624416; in the data active means inhibition above about 8.5%
NR1D1 modulator: Rev-erb alpha (human) modulation. P20393. Rev-erbα–FITC-DNA binding, fluorescence polarization, 90 min. activity, % at 10 µM. 0.79% of 370,000 active. AID 1259318;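 active means activity above about 14%, limit read from the data; passing the limit was not always enough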;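 further: 0% = DMSO wells with 35 nM protein and 100% = DMSO wells with 750 nM protein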
Starred values were filed as active, the others as inactive; i = inactive; . = no result given.

structure	DAX1 inh-1	PLC-beta3 inh	GAA850 FXN act	hcDAF-12 act	sPLA2-III inh	ssDAF12 agonist	DAX1 inh-2	hgDAF-12 ag	SMARCA2 act	PG9 binder	NR1D1 modulator
CCN(CC)CCNC(=O)C(=O)Nc1cc2c3c(c1)CC(=O)N3CCC2	-0.2	-4	1.3	2.0	0	-0.4	0.3	2.2	1	1.6	-6
Cc1ccc(Cl)cc1N1CCN(Cc2cc3c(cc2O)CCC3)CC1	0.0	-1	1.9	-1.2	2	-0.5	-0.2	-3.0	-2	-1.0	-2
C=CCN(c1ccccc1)S(=O)(=O)c1cccc(C(=O)Nc2ccc(N3CCOCC3)cc2)c1	-3.6	-7	-1.6	-3.4	-5	-2.0	-5.2	-4.3	0	-3.5	2
CCNC(=S)NNC(=O)CCn1cc(C)cn1	0.6	1	0.1	0.4	-6	-0.3	-0.6	-3.0	-2	-2.4	7
COc1ccc(CCNC(=O)[C@H](C)NC(=O)N2CCn3c2nc2ccccc23)cc1OC	0.5	-6	-0.4	1.3	9	-0.9	-0.3	0.3	-2	2.3	4
COc1ccc(-c2cc(C(=O)OC3CCOC3=O)c3ccccc3n2)cc1 (stereo not given)	-0.4	i	-1.9	0.4	-4	-1.2	-0.2	0.8	2	2.3	2
C/C(=N\O)c1ccc2c3c([nH]c2c1)CCCC3	1.2	-490	-0.3	-0.8	-7	-1.3	0.2	11*	4	-1.3	-2
CC(=O)c1c(C)nc(-c2cccc([N+](=O)[O-])c2)n1O	1.2	0	-0.2	-0.5	2	-0.8	0.9	-1.1	4	1.6	0
COC(=O)c1ccccc1NC(=O)C1CCCO1 (stereo not given)	-0.8	3	3.9	-0.8	0	-1.5	-0.4	0.1	0	0.3	-4
CCn1c(=O)c2ccccc2n(Cc2ccccc2C)c1=O	-0.5	-2	3.3	-1.4	-6	-1.7	-1.0	-1.0	0	-0.2	5
CS(=O)(=O)N1CCc2cc(C(=O)NC3CC3)ccc21	-1.1	-2	-0.3	-0.2	2	-1.1	0.0	1.5	-1	-2.2	3
Cc1ccc(C(=O)N/N=C\c2ccccn2)cn1	1.9	-10	1.0	0.3	2	-1.6	0.4	1.4	1	0.0	1

Exported with values under each structure: 3 of the compounds above.
Values run as follows: DAX1 inh-1	PLC-beta3 inh	GAA850 FXN act	hcDAF-12 act	sPLA2-III inh	ssDAF12 agonist	DAX1 inh-2	hgDAF-12 ag	SMARCA2 act	PG9 binder	NR1D1 modulator
- COC(=O)c1ccccc1NC(=O)C1CCCO1 (stereo not given)
→ -0.8	3	3.9	-0.8	0	-1.5	-0.4	0.1	0	0.3	-4
- CCn1c(=O)c2ccccc2n(Cc2ccccc2C)c1=O
→ -0.5	-2	3.3	-1.4	-6	-1.7	-1.0	-1.0	0	-0.2	5
- C=CCN(c1ccccc1)S(=O)(=O)c1cccc(C(=O)Nc2ccc(N3CCOCC3)cc2)c1
→ -3.6	-7	-1.6	-3.4	-5	-2.0	-5.2	-4.3	0	-3.5	2

Next section.
structure	DAX1 inh-1	PLC-beta3 inh	GAA850 FXN act	hcDAF-12 act	sPLA2-III inh	ssDAF12 agonist	DAX1 inh-2	hgDAF-12 ag	SMARCA2 act	PG9 binder	NR1D1 modulator
COc1cccc(C(=O)NCC(=O)N2CCC(C)CC2)c1	1.7	1	3.3	-0.1	5	-0.5	1.0	2.4	0	0.6	0
O=C(COC(=O)c1cccnc1Cl)c1ccc(OC(F)F)cc1	-0.1	-3	-1.9	1.1	-5	-1.7	-0.4	-2.5	-2	-1.5	-2
COc1ccc(C(=O)COC(=O)CCCN=C2NS(=O)(=O)c3ccccc32)c(OC)c1	-1.1	-5	1.2	-1.3	-13	-1.0	-1.6	0.1	-1	-1.3	1
COC(=O)C(CC(C)C)N(Cc1cc(OC)cc(OC)c1)S(=O)(=O)c1ccccc1Br (stereo not given)	-1.4	0	2.1	-2.3	-14	-1.5	-1.2	-1.4	-2	-0.9	10
CSCCC(NC(=O)c1ccccc1)C(=O)NC1CC1 (stereo not given)	1.6	2	0.1	-0.7	7	-1.1	-0.5	-0.6	-3	0.5	4
COc1ccc(-c2cc(C(=O)NCCCn3ccnc3)c3ccccc3n2)c(OC)c1	-0.3	-259	-1.6	1.9	-6	-1.3	-0.3	-0.2	3	-4.9	0
CC(C)c1onc(C(=O)NCc2ccc(Cl)cc2)c1[N+](=O)[O-]	-0.6	0	-0.8	-1.6	-5	-1.0	1.0	1.1	1	-1.9	-3
N#Cc1c(-c2cccc(Br)c2)cc(-c2ccco2)[nH]c1=O	0.0	-486	-0.8	1.4	-4	-1.6	0.8	-1.9	-4	-3.7	-4
COc1ccc(OC)c(NC(=S)N2CCc3ccccc3C2)c1	2.5	1	1.9	1.8	3	-1.8	0.3	2.3	2	-0.3	2
NC(=O)C1(N2CCCCC2)CCN(C(=O)NC23CC4CC(CC(C4)C2)C3)CC1	0.2	5	-0.1	2.4	8	-1.3	-0.2	0.8	-2	-2.6	1
COc1cccc(C(=O)Nc2cc3c4c(c2)CC(=O)N4CCC3)c1	-0.2	-10	2.4	0.1	-14	-1.0	-0.1	1.9	0	-1.1	-3
O=C(C1CCC(=O)N(C2CC2)C1)N1CCN(c2ccc(Cl)cc2)CC1 (stereo not given)	0.0	-6	1.8	0.4	4	-0.9	-0.6	-2.6	1	-0.1	1

Next structures
structure	DAX1 inh-1	PLC-beta3 inh	GAA850 FXN act	hcDAF-12 act	sPLA2-III inh	ssDAF12 agonist	DAX1 inh-2	hgDAF-12 ag	SMARCA2 act	PG9 binder	NR1D1 modulator
Nc1nnn(CC(=O)N/N=C/c2cccc3ccccc23)n1	-0.9	-2	2.4	0.5	9	-0.6	-0.6	-0.6	0	-2.1	-2
NS(=O)(=O)c1ccc(NC(=O)CN2CCCN(S(=O)(=O)c3ccc(F)cc3)CC2)cc1	3.3	6	1.2	-1.4	11	-1.4	-0.8	-1.0	2	-0.4	-3
O=C(CSCc1ccc(Cl)cc1Cl)Nc1ccccc1C(=O)Nc1ccc(C(=O)O)cc1	0.3	4	2.4	-2.2	-5	-1.1	0.8	0.9	-2	0.1	-2
CC(NC(=O)c1ccc(OC2CCN(S(=O)(=O)N(C)C)CC2)cc1)C1CC1 (stereo not given)	0.0	-5	-0.9	-0.9	3	-2.4	-1.1	-0.4	-4	0.6	-1
CCc1cc(-c2nnn(CCC3COCCO3)c2CC)ccc1-c1cn(Cc2ccccc2)nn1 (stereo not given)	-2.4	-1	-0.1	-4.2	-9	-2.0	-3.6	-6.6	-6	-1.1	-2
CN(C)CCN(C)C1CN(Cc2ccccc2)S(=O)(=O)C1 (stereo not given)	.	2	.	-0.8	4	-1.3	0.6	-1.9	-2	-0.1	4
CCCN1Cc2cccc(C(=O)NC(CC(=O)OCC)c3ccc(C)cc3)c2C1=O (stereo not given)	-0.2	4	2.2	1.5	1	-0.2	-0.1	0.3	0	0.7	1
COC(=O)/C(NC(C)=O)=C(\C)c1ccc(Cl)cc1	0.0	-2	0.7	-2.3	-4	-0.8	-0.7	0.0	-2	0.7	-3
CC1(c2nnc(Cc3ccccc3)o2)CC(c2ccc(Cl)cc2)=NO1 (stereo not given)	-0.2	-2	0.5	-1.4	3	-1.3	0.5	-1.7	0	1.9	-1
O=C1COc2ccc(C(=O)CSc3nc4ccccc4c(=O)n3-c3ccc(Cl)c(Cl)c3)cc2N1	0.7	2	1.5	-0.4	2	-0.9	-0.5	1.7	-5	-0.2	26*
Cc1ccc(S(=O)(=O)CC(N)=O)cc1	0.7	-2	0.5	-0.8	15	-1.2	0.5	0.8	-2	2.0	-1
Cn1c(N)c(C(=O)COC(=O)CC2CC3CCC2C3)c(=O)n(C)c1=O (stereo not given)	-0.7	-4	0.5	-1.6	-7	-0.5	-0.8	1.7	-2	1.6	1

(list continues)
structure	DAX1 inh-1	PLC-beta3 inh	GAA850 FXN act	hcDAF-12 act	sPLA2-III inh	ssDAF12 agonist	DAX1 inh-2	hgDAF-12 ag	SMARCA2 act	PG9 binder	NR1D1 modulator
CCNc1cc(N2CCCC2)ccc1[N+](=O)[O-]	0.4	3	1.8	2.6	1	-1.5	-0.8	2.6	3	-3.7	0
Cc1ccc(NC(=O)Cn2ccc([N+](=O)[O-])n2)cc1C	-0.6	-2	1.8	-2.2	-2	-1.4	-0.5	-2.9	-2	0.8	3
COc1ccc(C(=O)CNc2ccccc2CO)cc1	-0.4	-1	1.9	4.3	4	-0.1	1.1	6.5	2	-2.7	-2
O=C(CN1CCOCC1)Nc1nc2ccc(Cl)cc2s1	-1.2	-10	1.6	-2.1	-3	-1.1	-0.4	-0.1	2	-0.4	4

An excerpt from above, showing only PLC-beta3 inh, hgDAF-12 ag and hcDAF-12 act.
molecule	PLC-beta3 inh	hgDAF-12 ag	hcDAF-12 act
CCNc1cc(N2CCCC2)ccc1[N+](=O)[O-]	3	2.6	2.6
Cc1ccc(NC(=O)Cn2ccc([N+](=O)[O-])n2)cc1C	-2	-2.9	-2.2

Screening data: PubChem BioAssay, several laboratories

The order is random; about 7% have a hit in one of these screens.
